PLCg1 inh – PLC-gamma1 enzyme inhibitors, primary screen, biochemical, fluorescence, purified enzyme | 1-phosphatidylinositol 4,5-bisphosphate phosphodiesterase gamma-1 (Homo sapiens), P19174 | fluorogenic substrate | inhibition, % at 12.2 µM | 370,000 compounds, 0.84% hits; in the data active = inhibition above about 9.5%
proKLK7 act – proKLK7 zymogen activators, primary screen, biochemical, fluorescence intensity; Kallikrein-7 (Homo sapiens), P49862; purified proKLK7, EDANS-DABCYL substrate fluorescence; 100% is mature enzyme control, 0% vehicle; activation, % at 7 µM; 370,000 compounds, 0.9% hits; AID 652039, 2013;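 active = activation above the mean of all tested compounds plus 3 SD, computed per campaign excluding outliers beyond control limits, cut at about 13% in these data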
Target sequence (P49862 whole entry, looked up): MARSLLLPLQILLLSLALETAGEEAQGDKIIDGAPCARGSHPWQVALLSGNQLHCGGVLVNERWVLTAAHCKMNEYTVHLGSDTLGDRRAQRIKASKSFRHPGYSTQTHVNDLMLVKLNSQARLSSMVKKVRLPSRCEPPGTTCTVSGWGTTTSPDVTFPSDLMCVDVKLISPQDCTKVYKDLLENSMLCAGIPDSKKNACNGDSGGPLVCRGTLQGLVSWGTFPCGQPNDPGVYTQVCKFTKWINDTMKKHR
NR1D1 modulator – modulators of Rev-erb alpha DNA binding, primary screen, biochemical, FITC-DNA, fluorescence polarization, uHTS | Rev-erbα–FITC-DNA binding, 90 min | Nuclear receptor subfamily 1 group D member 1 (Homo sapiens), P20393 | activity, % at 10 µM | 370,000 compounds, 0.79% hits;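 active = activity above about 14%, limit read from the data; passing the limit was not always enough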;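 note: 0% = DMSO wells with 35 nM protein and 100% = DMSO wells with 750 nM protein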
UHRF1 MBD2 ctr – UHRF1 methylated DNA binding inhibitors, primary screen, counter-screen for MBD2 inhibitor project, biochemical, TR-FRET, human UHRF1, single concentration; E3 ubiquitin-protein ligase UHRF1 (Homo sapiens), Q96T88; UHRF1 binding to methylated oligo; inhibition, % at 4.4 µM; 370,000 compounds, 0.75% hits; in the data active = inhibition above about 21%;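 note: UHRF1 SRA domain binding a hemimethylated CpG hairpin DNA probe; 0% = median of test compound wells and 100% = reference inhibitor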
Target sequence (Q96T88 whole entry, looked up, the tested form may be a part): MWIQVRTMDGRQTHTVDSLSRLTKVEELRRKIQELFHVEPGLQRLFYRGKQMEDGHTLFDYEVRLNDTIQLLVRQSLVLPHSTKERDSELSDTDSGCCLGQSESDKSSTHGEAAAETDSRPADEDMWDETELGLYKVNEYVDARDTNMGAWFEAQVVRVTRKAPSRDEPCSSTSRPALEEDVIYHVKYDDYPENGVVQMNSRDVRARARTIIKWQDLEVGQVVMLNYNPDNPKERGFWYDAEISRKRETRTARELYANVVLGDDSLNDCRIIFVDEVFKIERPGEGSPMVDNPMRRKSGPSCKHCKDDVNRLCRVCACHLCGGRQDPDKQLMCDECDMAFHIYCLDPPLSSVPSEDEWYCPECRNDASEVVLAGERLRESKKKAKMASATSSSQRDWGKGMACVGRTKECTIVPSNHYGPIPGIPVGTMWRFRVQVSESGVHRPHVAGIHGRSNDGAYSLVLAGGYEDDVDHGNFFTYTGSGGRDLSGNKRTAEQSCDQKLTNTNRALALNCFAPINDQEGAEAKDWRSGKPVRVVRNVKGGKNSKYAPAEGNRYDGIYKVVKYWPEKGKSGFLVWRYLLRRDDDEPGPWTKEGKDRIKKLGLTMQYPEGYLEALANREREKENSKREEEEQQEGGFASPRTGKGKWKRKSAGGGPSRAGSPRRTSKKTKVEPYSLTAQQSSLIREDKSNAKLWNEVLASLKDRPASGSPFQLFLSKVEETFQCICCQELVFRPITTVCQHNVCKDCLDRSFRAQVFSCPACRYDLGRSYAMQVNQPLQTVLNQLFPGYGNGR
Tn7 DDE FP – inhibitors of Tn7 peptide binding to fibrin DD(E), primary screen, biochemical, fluorescence polarization, human fibrin, Tn7 probe | Fibrinogen beta chain (Homo sapiens), P02675 | FP displacement of FITC-Tn7 peptide from fibrin DD(E); 0% = median of compound wells per plate | inhibition, % at 8.3 µM | 370,000 compounds, 0.13% hits;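 active = inhibition above the mean of compounds falling within the control limits plus 3 SD of them, cut at about 14% in these data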;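 note: 0% = plate median of compound wells and 100% = 10 µM Aha-Tn7 peptide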
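Assay system: Fibrin-DD(E) protein isolated from polymerized human fibrin clots; read-out basis: percent inhibition; medium: Tris/NaCl/CaCl2 buffer, pH 7.8; signal: FP measurement; incubation: 10 min plus 3 h, room temperature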
ARFGAP1 inhibitor – inhibitors of rat ARFGAP1 GAP activity, primary screen, biochemical, fluorescence polarization, GDP tracer. Arfgap1-stimulated ARF1 GTP hydrolysis, GDP FP detection. AID 651572, 2012. inhibition, % at 16.5 µM. ADP-ribosylation factor GTPase-activating protein 1 (Rattus norvegicus), Q62848. 360,000 compounds, 0.26% hits;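 active = inhibition above a per-plate limit, mean inhibition of low control wells plus 3 SD, cut at about 25% in these data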;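 note: 0% = DMSO wells with enzyme and 100% = wells lacking Arfgap1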
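material = rat Arfgap1 catalytic domain, aa 1-136 | also added = human ARF1(Δ1-17)-GTP substrate | compound dosing = one concentration, 16.5 µM, DMSO 1.26% | times = GTP hydrolysis reaction 2 h at 25 °C | measured by = FP, GDP Alexa 633 tracer displaced from anti-GDP antibody, 620/688 nm | evaluation = percent inhibition of Arfgap1-stimulated GTP hydrolysis | replication = single well per compound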
Tn6 DDE FP – inhibitors of Tn6 peptide binding to fibrin DD(E), primary screen, biochemical, fluorescence polarization, human fibrin, Tn6 probe; Fibrin DD(E) TRITC-Tn6 fluorescence polarization displacement; inhibition, % at 8.3 µM; 370,000 compounds, 0.21% hits; Fibrinogen beta chain (Homo sapiens), P02675; AID 720509, 2013;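 active = inhibition above a per-campaign cutoff: mean of compounds within control limits plus 3 SD, cut at about 15% in these data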;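 note: 0% = median of all compound wells on the plate and 100% = blocking peptide control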
ASAP1 GAP inh – inhibitors of human ASAP1 ArfGAP activity, primary screen, biochemical, fluorescence polarization; ASAP1-stimulated ARF1 GTP hydrolysis, GDP FP detection; 360,000 compounds, 0.19% hits; AID 624377, 2012; Arf-GAP with SH3 domain, ANK repeat and PH domain-containing protein 1 (Homo sapiens), …; inhibition, % at 16.5 µM; in the data active = inhibition above about 25%;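 note: 0% = vehicle with enzyme and substrate and 100% = no enzyme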
HGIII-sPLA2 inh – human group III sPLA2 inhibitors, primary screen, biochemical, QFRET, BODIPY PC-A2 liposome substrate; QFRET BODIPY PC-A2 liposome hydrolysis, fluorescence; Group 3 secretory phospholipase A2 (Homo sapiens), Q9NZ20; 370,000 compounds, 0.56% hits; inhibition, % at 12.2 µM;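 active = inhibition above mean plus 3 SD of compounds lying within the high and low control bounds, cut at about 19% in these data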;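 note: 0% = median of test compound wells and 100% = no enzyme DMSO wells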
PLC-beta3 inh – human PLC-beta3 inhibitors, primary screen, biochemical, fluorescence | Purified PLC-beta3, fluorogenic substrate | inhibition, % at 12.2 µM | 370,000 compounds, 0.18% hits | AID 720704, 2013; in the data active = inhibition above about 11%;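 note: 0% = median of compound wells on plate and 100% = full blocker control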
Active calls of the source: *; i = inactive; · = no result given.

SMILES	PLCg1 inh	proKLK7 act	NR1D1 modulator	UHRF1 MBD2 ctr	Tn7 DDE FP	ARFGAP1 inhibitor	Tn6 DDE FP	ASAP1 GAP inh	HGIII-sPLA2 inh	PLC-beta3 inh
c1ccc(OCCCc2nc(-c3ccccn3)no2)cc1	0	-0.3	6	6	-6	-4	8	-2	8	0
Cc1ccc(-n2c(SCc3nc4ccccc4[nH]3)nnc2-c2ccncc2)cc1	-2	-0.1	-3	-1	-6	12	7	5	-8	-5
COc1ccc(NC(=O)CN2C(=O)CSC(C)C2=O)cc1 (centres undefined)	0	-0.3	-11	-2	3	-11	3	-5	2	0
C1CN(c2nc3nonc3nc2N2C[C@H]3CC[C@H]2C3)CCS1	3	1.3	-6	2	4	-2	3	-4	-5	-2
CCOC(=O)c1cc2c(=O)n3ccccc3nc2n(Cc2ccco2)c1=NC(=O)c1ccc(OC)cc1	i	13*	-3	-4	1	-2	-1	-1	-3	i
CC1=CC(C)C(/C=N/N=C(N)N)C(C)C1 (centres undefined)	-2	0.6	-6	1	5	-5	4	10	1	-5
CC1(C(=O)Nc2ccc3c(c2)OCCO3)CCC(=O)N1CCc1c[nH]c2ccccc12 (centres undefined)	2	0.2	9	0	4	14	-2	1	-34	2
Cc1cc(C)n(C(=O)c2cc3sccc3[nH]2)n1	-2	0.3	3	2	4	-7	5	1	-2	-6
COc1ccccc1NS(=O)(=O)c1cccc(C(=O)NNC(=O)c2ccc(Cl)nc2)c1	-1	0.8	-3	-2	6	-10	6	5	-13	-1
Cc1ccc(-c2csc3ncnc(SCC(=O)O)c23)cc1	1	-0.6	0	1	0	1	6	-1	3	-7
NC[C@H](Cc1ccccc1)NCCCCC1CCCCC1	9	0.5	-4	0	-1	6	1	-9	17	5
COc1ccccc1/C=N/NC(=O)C(NC(=O)c1ccccc1)=C(C)C	1	0.4	1	0	0	-4	5	-5	-5	1
COc1cc(-n2c(C)nc3cc(C(=O)N4CCCCC4)ccc32)cc(OC)c1OC	0	0.1	-8	-1	1	·	3	·	-6	-2
COc1ccc(NC(=O)c2cc(-c3ccccc3O)n[nH]2)cc1Cl	3	-0.3	-10	3	-8	27*	-9	7	-6	-1
Cn1nccc1C(=O)N1CCCC(C(=O)c2ccc(C(F)(F)F)cc2)C1 (centres undefined)	-1	0.2	-4	1	-3	-6	-1	-14	-6	-5
Cc1cc(NS(=O)(=O)c2c(C)[nH]c(=O)[nH]c2=O)ccc1Br	-1	-0.2	-1	0	3	1	5	-10	-8	-6
COC(=O)C1=C[C@@H]([C@@H](C)[C@H](OC)c2ccccc2Br)[C@@H]2OCCC[C@H]12	-1	0.0	-5	0	9	·	-4	·	2	0
O=c1[nH]c(CCC2CCCC2)nc2ccccc12	2	-0.3	2	4	5	1	-1	14	14	1
Cc1ccc(C(=O)N(Cc2nnc(-c3ccc(Cl)cc3)o2)C2CC2)o1	-5	-0.5	-3	0	9	-1	5	-12	11	-10
Cc1nc2nc(Cc3ccccc3)[nH]n2c(=O)c1Cc1ccccc1	-2	0.3	-2	2	4	2	-1	-3	5	-1
Cc1ccc(-c2cnc(C(O)c3cc(C)cc(C)c3)[nH]2)cc1 (centres undefined)	-7	-0.4	-3	-1	3	4	-4	3	-1	-2
O=C(O)CCC(=O)N1CCN(c2cccc(Cl)c2)CC1	8	0.2	1	0	-2	-13	2	-3	14	2
C=C(C)C(=O)N1CCN(C(=O)C(=C)C)c2ccccc21	8	-0.5	2	2	-5	9	-1	-3	5	5
CCOc1ccc(CC(C(=O)NN)C(=O)NN)cc1CN(C)C	-1	-0.1	2	4	-1	-4	0	-5	0	2
COc1ccc2nc(N3C(=O)CC(C(C)c4ccccc4)C3=O)sc2c1 (centres undefined)	0	-0.3	-7	-1	6	1	2	-11	-17	3
CC(C)CN(CC(C)C)c1ccc(/C=N/n2cnnc2)cc1[N+](=O)[O-]	8	0.1	3	-2	-3	7	3	-8	9	4
C=CCn1c(SC(C)C(=O)Nc2ccc(Cl)cn2)nnc1C1CC1 (centres undefined)	-4	0.5	-1	3	2	7	0	-5	12	-3
O=C(c1ccc(Br)o1)N1CCCc2ccccc21	0	0.4	-5	1	-3	-2	-1	-3	-2	3
Cc1ccc2nc(SC(C(=O)Nc3ccc(F)cc3)c3ccccc3)[nH]c2c1 (centres undefined)	13*	0.3	2	1	-7	0	-8	3	-29	6
CCOc1ccc(CCNC(=O)C(O)c2ccccc2)cc1 (centres undefined)	1	0.6	5	3	4	10	-3	1	-1	1
COc1ccc([C@H]2C[C@@H](n3cc(C4CC4)nn3)[C@H](O)CN2Cc2cccs2)cc1	3	0.9	7	-1	5	-5	1	-14	-1	0
COc1ccc(C(=O)NNC(=O)c2ccc(S(=O)(=O)N3CC(C)OC(C)C3)cc2)cc1 (centres undefined)	-1	-0.1	-1	5	-3	-3	5	11	-5	-2
CC(=O)Nc1ccc(S(=O)(=O)Nc2ccc3c(c2)OCCO3)cc1Cl	0	0.3	2	-1	-5	7	0	1	1	-3
O=C(O)CCNC(=O)c1ccc(NC(=O)Cc2ccc(Cl)cc2)cc1	-2	-0.4	3	1	-2	-6	1	-6	4	4
COc1ccc(Cl)cc1C(=O)NCc1ccc2c(c1)OCO2	-2	0.2	-2	-1	7	0	9	-6	-6	-2
CNc1oc(-c2ccccc2F)nc1S(=O)(=O)c1ccc(C)cc1	-19	-0.3	1	-1	2	-4	9	4	-5	-35
COc1cc(CC(=O)Nc2cccc(C(F)(F)F)c2)cc(OC)c1OC	1	-0.1	0	3	7	7	3	-14	10	-1
COc1ccc(S(=O)(=O)n2nc(OC(=O)C3CCCCC3)cc2N)cc1	-1	0.3	-2	15	-1	-6	-2	1	2	-3
O=c1c2ccccc2nc(-c2ccccc2)n1Cc1ccco1	0	-0.4	5	-2	-4	13	-1	4	-4	-1
CCc1cc(=O)oc2c(CNCc3c(F)cccc3Cl)c(O)ccc12	i	30*	-1	-2	0	4	-6	3	3	i
NC(=O)CC(NC(=O)Cc1ccc(Cl)cc1)c1ccc(NC2CCCCCC2)c([N+](=O)[O-])c1 (centres undefined)	2	-0.2	-2	-2	6	12	3	-3	-2	5
Oc1ccc(Br)cc1-c1nc2cnccn2c1NC1CCCCC1	i	-15	3	2	0	0	0	-12	-3	i
O=[N+]([O-])c1ccc(Oc2cccc(C(F)(F)F)c2)nc1	4	0.1	1	1	3	4	3	-6	-6	-3
COc1cnn(-c2ccccc2)c(=O)c1SCc1ccc(Cl)cc1Cl	1	0.4	2	-3	4	6	-1	-6	-11	1
Cc1cc(C)c(S(=O)(=O)N2CCOC2CNC(=O)C(=O)NCc2ccco2)c(C)c1 (centres undefined)	2	0.5	8	-4	-3	-6	-6	0	-5	5
CCCn1nnc(NC(=O)c2sc3ccccc3c2Cl)n1	0	0.2	-3	1	-4	4	-8	-1	-3	-5
CCN(CC)S(=O)(=O)c1ccc(NC(=S)NC(=O)C(C)C)cc1	5	0.4	-3	-1	6	-7	-7	4	-2	4
C/C(Cc1ccccc1)=N\NC(=O)CNC(=O)COc1ccccc1	-1	-0.4	-3	1	8	-4	-6	-9	11	-9
O=S(=O)(CS(=O)(=O)c1ccc(Br)cc1)c1ccc(Br)cc1	27*	0.1	-2	5	7	10	1	5	4	0
Cc1ccc(-c2nc(CS(=O)(=O)CC(=O)NCc3cccc(F)c3)c(C)o2)cc1	1	-1.1	0	2	5	-21	6	-1	-11	1
CC(=O)c1ccc(NC(=O)C(C)Sc2nnc(-c3ccncc3)n2C2CC2)cc1 (centres undefined)	-2	0.8	-2	-2	3	-6	5	4	-6	-3
O=C(CCN1C(=O)C2CC=CCC2C1=O)Nc1cccc(Cl)c1 (centres undefined)	-4	-0.8	-2	-2	3	3	14	2	7	-7
Cc1cc(NC(=O)COC(=O)c2c(Cl)cccc2Cl)no1	5	-0.1	-1	-1	3	-17	3	4	-5	-4
CC(C)C[C@H]1CN(CCCC[C@H]2CNC(=O)C(=O)N2CCc2ccc(O)cc2)C(=O)C(=O)N1Cc1ccccc1	7	-0.1	2	25*	8	-8	-5	9	3	2
O=C(OCc1nnc(-c2ccccc2)o1)c1cccnc1Cl	0	-0.3	-4	-2	-4	4	3	0	-2	1
NC(CCc1ccccc1)c1csc(NC(=O)Nc2cccc(C(F)(F)F)c2)n1 (centres undefined)	4	0.1	3	0	1	16	-4	3	16	6
O=C(NCCCN1CCOCC1)c1onc(CSc2ccc(F)c(F)c2)c1C(=O)NCCCN1CCOCC1	1	-3.4	0	3	-4	16	-6	6	-4	-3
CCCNC(=S)NNC(=O)c1cc(-c2cccnc2)nc2ccccc12	-6	2.0	6	-2	-9	-9	5	8	10	-11
CCOC(=O)C1CCN(C(=O)c2cccc(C(=O)N3CCC(C(=O)OCC)CC3)c2)CC1	2	-0.4	0	4	2	-7	9	12	2	3
CC1CN(C(=O)COC(=O)[C@@H](NC(=O)c2ccccc2Cl)C(C)C)CC(C)O1 (some centres undefined)	0	0.4	6	-2	-2	3	-6	-13	0	-4

Some of these compounds in order of heavy-atom count, high to low.
SMILES	PLCg1 inh	proKLK7 act	NR1D1 modulator	UHRF1 MBD2 ctr	Tn7 DDE FP	ARFGAP1 inhibitor	Tn6 DDE FP	ASAP1 GAP inh	HGIII-sPLA2 inh	PLC-beta3 inh
COc1ccccc1/C=N/NC(=O)C(NC(=O)c1ccccc1)=C(C)C	1	0.4	1	0	0	-4	5	-5	-5	1
O=C(OCc1nnc(-c2ccccc2)o1)c1cccnc1Cl	0	-0.3	-4	-2	-4	4	3	0	-2	1
O=C(O)CCC(=O)N1CCN(c2cccc(Cl)c2)CC1	8	0.2	1	0	-2	-13	2	-3	14	2
